Assay outcomes (PubChem BioAssay)
Arrestin-AP2 inh: inhibitors of human beta-arrestin and AP2 interaction; FITC-arrestin peptide / GST-AP2 beads, flow cytometry; AP2 beta2 appendage carries R879A mutation; inhibition, % at 10 µM; 340,000 tested, 0.31% active;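 active means inhibition above a set limit, near 3 SD of compounds lacking own fluorescence, cut at about 54% in these data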;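 further: plate controls were DMSO wells for no effect and 5 µM unlabelled arrestin peptide for full effect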
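System: GST-AP2 R879A glutathione beads | Also added: FITC-arrestin peptide, 50 nM | Times: 12 min plus 1 h, RT | Signal: Bead flow cytometry, FITC channel | Buffer or medium: PBS with 0.05% Tween 20 and 0.1% BSA | Read-out basis: Percent drop in bead-associated FITC signal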
NSD2 HMT inh: blocks human histone methyltransferase NSD2. O96028. NSD2 peptide methylation, AlphaScreen, 120 min. inhibition, % at 12.5 µM. 310,000 tested, 0.54% active. AID 743445; in the data active means inhibition above about 50%
Target sequence (O96028 whole entry, looked up): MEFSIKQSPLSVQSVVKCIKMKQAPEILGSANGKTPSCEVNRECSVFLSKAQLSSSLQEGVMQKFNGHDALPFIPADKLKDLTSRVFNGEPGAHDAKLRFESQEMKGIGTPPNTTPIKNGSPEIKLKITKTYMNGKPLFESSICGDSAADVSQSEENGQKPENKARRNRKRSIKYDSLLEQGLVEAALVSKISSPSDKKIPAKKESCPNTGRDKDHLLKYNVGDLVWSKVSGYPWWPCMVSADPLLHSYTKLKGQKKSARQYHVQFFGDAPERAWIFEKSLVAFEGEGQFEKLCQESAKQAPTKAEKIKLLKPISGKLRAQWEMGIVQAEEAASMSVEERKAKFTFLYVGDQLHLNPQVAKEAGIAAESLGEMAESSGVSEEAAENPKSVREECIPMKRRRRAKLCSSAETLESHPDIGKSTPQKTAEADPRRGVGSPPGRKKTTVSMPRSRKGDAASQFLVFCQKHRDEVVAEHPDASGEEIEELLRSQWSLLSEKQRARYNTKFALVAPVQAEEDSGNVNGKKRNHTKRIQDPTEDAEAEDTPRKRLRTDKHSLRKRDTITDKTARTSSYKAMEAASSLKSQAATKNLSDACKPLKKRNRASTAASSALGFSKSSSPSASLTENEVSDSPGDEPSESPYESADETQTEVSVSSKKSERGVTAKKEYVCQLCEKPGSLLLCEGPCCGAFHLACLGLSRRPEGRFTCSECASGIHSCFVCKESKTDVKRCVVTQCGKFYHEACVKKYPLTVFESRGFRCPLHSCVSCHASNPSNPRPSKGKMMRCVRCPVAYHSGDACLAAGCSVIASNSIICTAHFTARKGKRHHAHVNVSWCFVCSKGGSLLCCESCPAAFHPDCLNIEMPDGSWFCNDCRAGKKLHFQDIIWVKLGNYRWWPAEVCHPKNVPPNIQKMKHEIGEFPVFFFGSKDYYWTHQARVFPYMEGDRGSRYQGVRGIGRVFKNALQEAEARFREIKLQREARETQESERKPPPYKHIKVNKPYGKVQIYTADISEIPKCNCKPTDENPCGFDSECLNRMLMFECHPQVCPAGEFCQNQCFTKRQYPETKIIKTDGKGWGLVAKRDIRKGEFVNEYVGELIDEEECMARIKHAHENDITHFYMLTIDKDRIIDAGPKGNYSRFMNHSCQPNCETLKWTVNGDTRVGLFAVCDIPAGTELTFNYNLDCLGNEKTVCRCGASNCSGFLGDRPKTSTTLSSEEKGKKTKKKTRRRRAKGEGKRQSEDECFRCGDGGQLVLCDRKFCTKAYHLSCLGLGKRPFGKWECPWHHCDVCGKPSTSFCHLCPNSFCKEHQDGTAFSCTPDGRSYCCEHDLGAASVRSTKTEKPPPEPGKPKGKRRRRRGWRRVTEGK
SR-BI HDL uptake: blocks mouse SR-BI lipid uptake from DiI-HDL; Q61009; inhibition, % at 12.5 µM; 320,000 tested, 0.96% active; ldlA[mSR-BI] CHO cells, DiI-HDL uptake fluorescence, 3 h; AID 488896;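 active means mean replicate inhibition of at least 70% and a set share of replicates each scoring 70 or more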;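 further: 0% = median of neutral control wells and 100% = median of positive control wells; values of inactives mirror those of a sister screen read the other way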
PvdQ inh: P. aeruginosa PvdQ acylase inhibition | purified PvdQ acylase, fluorescence plate reader | inhibition, % at 10 µM | 340,000 tested, 0.063% active; in the data active means inhibition above about 30%, passing the limit was not always enough;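 further: 0% = vehicle neutral wells and 100% = reference inhibitor wells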
Keap1 Nrf2 FP: Keap1-Nrf2 (human) interaction inhibition; inhibition, % at 9.4 µM; Q14145; 340,000 tested, 0.15% active; Keap1 Kelch-Nrf2 peptide fluorescence polarization, 1536-well; in the data active means inhibition above about 12%;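 further: human Keap1 Kelch domain with fluorescein labeled Nrf2 9mer peptide probe; 0% = neutral control wells and 100% = peptide positive control; higher means more block of Keap1 binding to Nrf2 peptide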
DAGLB inh: diacylglycerol lipase beta (human) inhibition. Q8NCG7. HEK293T DAGLB membrane lysate, EnzChek fluorogenic substrate. inhibition, % at 5.17 µM. 340,000 tested, 0.059% active; in the data active means inhibition above about 34%;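 further: 0% = enzyme with vehicle and 100% = wells lacking enzyme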
SR-BI uptake up: activators of SR-BI mediated HDL lipid uptake | CHO ldlA[mSR-BI] cells, DiI-HDL uptake fluorescence, 3 h; 100 = double the neutral-control signal | activation, % at 12.5 µM | 320,000 tested, 0.096% active | AID 504775;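 active means mean replicate activation of at least 60% and every replicate at or above 60%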;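 further: 0% = median plate neutral-control signal and 100% = twice that signal; values of inactives mirror those of a sister screen read the other way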
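material = CHO ldlA[mSR-BI] cells | medium = Ham's F12 with 0.5% BSA, HEPES 25 mM, pH 7.4 | reagent = fluorescent DiI-HDL, 10 µg/mL final | compound dosing = single-point compound dose | incubation = 3 h, 37 °C | measured by = bottom-read fluorescence, 550/595 nm | measure = HDL uptake via cellular fluorescence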
PKA-R2B act: PKA-R2B complex activation | P22694+P31323 | PKA-R2B holoenzyme dissociation, Cy5-IP20 fluorescence polarization; R2B truncated from residue 108, S112A mutant; 0% DMSO only, 100% 113 µM cGMP | activation, % at 11.4 µM | 340,000 tested, 0.079% active | AID 504700;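 active means activation above a cutoff set at the mean over all compounds plus 3 SD, cut at about 18% in these data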;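 further: higher means more holoenzyme dissociation and a rise in polarization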
C-LANA FP: KSHV C-LANA DNA binding inhibition. inhibition, % at 9 µM. AID 504423. 340,000 tested, 0.078% active. MBP-C-LANA/FAM-LBS DNA binding, fluorescence polarization;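 active means highest replicate inhibition at or above 60% at 9 µM, even if other replicates fall short; inactive means all replicates below 60% inhibition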;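 further: 0% = neutral control wells and 100% = 4 µM acridine orange control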
Cardiac RTF inh: cardiac RTF calcium desensitization; IANBD-labeled cardiac RTF, Ca2+ fluorescence; inhibition, % at 7.15 µM; 340,000 tested, 0.12% active; AID 493244;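 active means inhibition above the mean inhibition of all tested compounds plus 3 SD, cut at about 17% in these data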;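 further: assay run at fixed EC70 calcium of 1.6 mM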
* = called active by the depositor; . = no result given.

SMILES	Arrestin-AP2 inh	NSD2 HMT inh	SR-BI HDL uptake	PvdQ inh	Keap1 Nrf2 FP	DAGLB inh	SR-BI uptake up	PKA-R2B act	C-LANA FP	Cardiac RTF inh
Cn1cccc1Cc1nnc(SCC(=O)Nc2ccc(Cl)cc2)n1-c1ccc(F)cc1	0.5	.	17.7	-9.4	-1.2	1.2	-17.7	-7.9	-1.7	-8.8
CCN1CCN(c2ccc(S(=O)(=O)N3CCCCC3)cc2NC(=O)CC(C)c2ccccc2)CC1 (centres undefined)	0.4	6.9	-47.3	-6.2	-3.4	2.6	47.3	-14.5	0.2	-4.8
Cc1ccccc1C(=O)Nc1ccc(CN2CCOCC2)cc1	4.7	-3.9	14.1	4.2	1.5	-3.0	-14.1	7.0	-3.1	-13.3
CC(=O)N1CCN(CCN(CC2C(C)C=C(C)CC2C)C(C)=O)CC1 (centres undefined)	1.5	-0.1	9.7	-8.2	3.3	-0.6	-9.7	2.1	1.1	-2.4
O=C(Cc1ccccc1)Nc1ccc(C(=O)NCC2COc3ccccc3O2)cc1 (centres undefined)	26.8	-3.4	50.8	3.7	0.8	-1.3	-50.8	-8.4	2.3	4.5
COCc1cc(C)nc(N2CCOCC2)c1C#N	10.0	.	-8.0	-1.0	4.3	-1.4	8.0	-0.8	0.7	-1.9
Cc1nc(=O)c(-c2ccccc2)c(C)n1-c1ccccc1	6.2	-1.4	-10.9	-4.6	-2.5	-2.1	10.9	-13.3	-1.1	-8.9
Cc1cnc(C(=O)Nc2ccc3c(c2)CCC3)cn1	-5.0	-1.6	-11.4	12.2	-8.0	-2.7	11.4	-20.4	0.1	3.5
Cc1cccc(C)c1OCC(=O)Nc1ccccc1N1CCCCC1	-5.7	-4.2	30.0	-11.9	-1.5	-13.6	-30.0	-2.7	-0.9	-6.2
CCCCN(C(=O)c1ccc(S(=O)(=O)N(C)c2ccccc2)cc1)c1c(N)n(CCC)c(=O)[nH]c1=O	-3.4	0.1	-10.6	-22.7	-6.2	3.0	10.6	6.0	1.1	-8.8

6 entries from above, sorted by the number in SR-BI HDL uptake, low to high.
| Compound | Arrestin-AP2 inh | NSD2 HMT inh | SR-BI HDL uptake | PvdQ inh | Keap1 Nrf2 FP | DAGLB inh | SR-BI uptake up | PKA-R2B act | C-LANA FP |
| --- | --- | --- | --- | --- | --- | --- | --- | --- | --- |
| CCN1CCN(c2ccc(S(=O)(=O)N3CCCCC3)cc2NC(=O)CC(C)c2ccccc2)CC1 (centres undefined) | 0.4 | 6.9 | -47.3 | -6.2 | -3.4 | 2.6 | 47.3 | -14.5 | 0.2 |
| Cc1cnc(C(=O)Nc2ccc3c(c2)CCC3)cn1 | -5.0 | -1.6 | -11.4 | 12.2 | -8.0 | -2.7 | 11.4 | -20.4 | 0.1 |
| Cc1nc(=O)c(-c2ccccc2)c(C)n1-c1ccccc1 | 6.2 | -1.4 | -10.9 | -4.6 | -2.5 | -2.1 | 10.9 | -13.3 | -1.1 |
| CCCCN(C(=O)c1ccc(S(=O)(=O)N(C)c2ccccc2)cc1)c1c(N)n(CCC)c(=O)[nH]c1=O | -3.4 | 0.1 | -10.6 | -22.7 | -6.2 | 3.0 | 10.6 | 6.0 | 1.1 |
| COCc1cc(C)nc(N2CCOCC2)c1C#N | 10.0 | . | -8.0 | -1.0 | 4.3 | -1.4 | 8.0 | -0.8 | 0.7 |
| Cc1ccccc1C(=O)Nc1ccc(CN2CCOCC2)cc1 | 4.7 | -3.9 | 14.1 | 4.2 | 1.5 | -3.0 | -14.1 | 7.0 | -3.1 |

Next part:
SMILES	Arrestin-AP2 inh	NSD2 HMT inh	SR-BI HDL uptake	PvdQ inh	Keap1 Nrf2 FP	DAGLB inh	SR-BI uptake up	PKA-R2B act	C-LANA FP	Cardiac RTF inh
CCCc1nnc(NC(=O)c2c(O)c3c([nH]c2=O)CCCC3)s1	-2.9	-1.6	-5.1	-14.9	-4.5	-0.5	5.1	-3.3	-0.5	-5.2
CCOC(=O)C1CCN(S(=O)(=O)c2ccc(OCC)cc2)CC1	-2.5	0.7	7.0	-15.5	-5.0	-5.7	-7.0	-14.6	-1.5	-4.1
CCc1ccccc1NC(=O)CSc1nnc([C@H](CCSC)NC(=O)OC(C)(C)C)o1	15.7	1.9	17.8	-1.9	0.9	1.8	-17.8	-1.9	1.4	0.9
Nc1c(C(=O)CCC(=O)O)oc2ccc(Cl)cc12	-4.4	.	-30.6	5.7	-0.4	3.4	30.6	0.3	-0.9	0.9
Cc1cc(=O)[nH]c2ccc(S(=O)(=O)NC3CCCCC3)cc12	5.3	.	17.0	-13.5	-5.0	2.5	-17.0	9.4	-0.6	5.5
C=CCOc1ccccc1CN1CCC(n2nccc2NC(=O)C2CCOC2)CC1 (centres undefined)	34.8	3.2	-29.7	-7.7	1.0	-0.7	29.7	-7.1	-0.5	0.3
COC(=O)c1cn(NC(=O)c2cccnc2)c(=O)c2ccccc12	23.7	0.3	-25.6	-5.5	-0.4	1.1	25.6	2.9	-0.6	-4.3
COc1ccc(NC(=S)N2CCN(c3ccccn3)CC2)cc1OC	-2.1	-1.3	-27.4	-15.0	-5.0	-0.9	27.4	-5.8	-0.7	4.0
O=C(NCCO)c1cccc(Nc2nc(-c3ccccc3)c3cc(Cl)ccc3n2)c1	-7.0	-4.7	37.5	11.3	2.5	1.9	-37.5	-6.0	-0.1	3.0
COc1ccc2c(C(=O)c3ccc(C)cc3)n(Cc3ccc(C(N)=O)cc3)[n+]([O-])c2c1	25.4	.	-29.1	11.4	-7.4	0.9	29.1	-1.7	1.9	4.1
Cc1ccc2c(c1)N(C(=O)CCC(=O)NC1CCN(Cc3ccccc3)CC1)CC(C)O2 (centres undefined)	4.5	.	-21.4	-8.9	-5.4	-0.2	21.4	-3.1	0.7	-1.2
C#CCOCCOCCOCCNc1nc(N2CCN(C(=O)[C@H](CCCCN)n3cc(CN)nn3)CC2)nc(N2CCN(C(=O)[C@H](CCC(=O)O)n3cc(CN)nn3)CC2)n1	12.4	.	2.8	-21.3	-2.1	-0.9	-2.8	5.8	-0.3	-3.3
C#CCSc1nc2ccccc2n1C(=O)c1ccc(S(=O)(=O)N2CCCCC2)cc1	9.6	4.7	-17.5	0.0	4.5	0.9	17.5	8.8	1.2	-3.7
Cc1ncc(CN2CCCC(CCC(=O)NCc3ccccc3F)C2)s1 (centres undefined)	-4.5	-1.3	-7.4	-9.6	-3.9	-2.0	7.4	3.9	-0.6	3.7
COc1ccc(N2C(=O)/C(=C\c3ccco3)N=C2SCC(=O)N(C(C)C)C(C)C)cc1Cl	3.2	1.2	54.0	-11.6	-5.5	-2.6	-54.0	-11.8	1.9	-0.1
CNC(=O)c1cc2c(s1)-c1ccccc1CC2	-13.4	0.3	43.6	-8.4	1.9	-4.3	-43.6	-9.1	-0.5	-6.7
COc1ccc(CNc2cccc3[nH]c(C(F)(F)F)nc23)cc1	-8.2	-2.9	24.1	-14.6	-2.8	-0.4	-24.1	-5.7	-0.7	-6.3
COC(=O)c1cccc(C(=O)N2CCCC(C(=O)c3cccc(OC(C)C)c3)C2)c1 (centres undefined)	3.9	28.2	-6.3	-9.5	-1.3	-3.7	6.3	1.8	-0.8	0.0

Just SR-BI HDL uptake and C-LANA FP, for 2 of the compounds above:
canonical_smiles	SR-BI HDL uptake	C-LANA FP
Cc1ccc2c(c1)N(C(=O)CCC(=O)NC1CCN(Cc3ccccc3)CC1)CC(C)O2 (centres undefined)	-21.4	0.7
C#CCOCCOCCOCCNc1nc(N2CCN(C(=O)[C@H](CCCCN)n3cc(CN)nn3)CC2)nc(N2CCN(C(=O)[C@H](CCC(=O)O)n3cc(CN)nn3)CC2)n1	2.8	-0.3

Outcome played no part in choosing rows; 2.1% or so of the library scored in one or more.
